TRHR enhancer – allosteric enhancers of human TRH receptor. enhancement, % at 2 µM. TRHR cells, fluo-8 calcium fluorescence, EC20 TRH enhancement. AID 493056. 360,000 tested, 0.66% active; in the data active = enhancement above about 30%; note: 0% is about no effect
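Enhancer read-out: after compound pinning and an initial kinetic agonist-mode read, an EC20 of TRH (10 nM final) was injected and fluo-8 calcium signal (Ex 480/Em 530) followed at 1 s/cycle for 100 cycles in TRHR-expressing cells.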
USP1 inh – inhibitors of human USP1/UAF1 deubiquitinase | AID 743255 | Potency, µM (series often up to 57.1 µM), without a hit: at the top dose activity change, negative = inhibition, actives largely listed as inhibitors | O94782 | 390,000 tested, 0.23% active | recombinant USP1/UAF1, Ub-Rhodamine cleavage fluorescence; note: potency is the fitted concentration of half-maximal effect; % is set by controls: 0 for no effect and ±100 for the full control effect; nearly all actives have a fitted effect of over 60% in size; inactives centre near -12
Target sequence (O94782 whole entry, looked up): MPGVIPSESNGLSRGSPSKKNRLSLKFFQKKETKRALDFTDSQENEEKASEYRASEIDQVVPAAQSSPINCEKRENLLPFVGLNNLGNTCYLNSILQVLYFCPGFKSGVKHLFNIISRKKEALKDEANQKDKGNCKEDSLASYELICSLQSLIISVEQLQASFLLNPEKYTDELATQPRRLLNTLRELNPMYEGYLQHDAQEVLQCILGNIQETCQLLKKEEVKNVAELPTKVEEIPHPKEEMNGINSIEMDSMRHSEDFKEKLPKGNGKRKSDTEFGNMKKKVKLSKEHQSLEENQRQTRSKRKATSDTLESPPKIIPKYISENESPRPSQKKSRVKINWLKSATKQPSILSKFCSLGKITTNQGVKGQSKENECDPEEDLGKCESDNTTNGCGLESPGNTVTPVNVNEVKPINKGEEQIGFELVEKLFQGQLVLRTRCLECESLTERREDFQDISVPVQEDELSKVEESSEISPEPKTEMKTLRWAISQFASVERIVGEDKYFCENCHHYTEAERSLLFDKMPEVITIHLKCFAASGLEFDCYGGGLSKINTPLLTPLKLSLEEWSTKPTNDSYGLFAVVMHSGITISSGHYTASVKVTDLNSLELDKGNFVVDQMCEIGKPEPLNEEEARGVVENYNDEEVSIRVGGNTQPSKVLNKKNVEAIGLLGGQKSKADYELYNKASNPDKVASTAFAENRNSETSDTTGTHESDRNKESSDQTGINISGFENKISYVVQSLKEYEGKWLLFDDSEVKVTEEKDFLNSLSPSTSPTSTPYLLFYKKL
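1 nM enzyme complex + cpd, 15 min RT; start with Ub-Rho 150nM final; kinetic fluorescence ex 480/em 540, 6 reads q60 s. Buffer 50mM HEPES pH 7.8, 0.5mM EDTA, 0.1 mg/ml BSA, 1mM TCEP, 0.01% Tween-20.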
TrxR1 substrate – substrates of rat thioredoxin reductase 1; O89049; purified TrxR1 substrate turnover, NADPH consumption readout; Potency, µM (doses to about 114 µM), for the others: top-dose activity change, negative = substrate turnover; 390,000 tested, 0.01% active; note: potency is the fitted concentration of half-maximal effect; % is set by controls: 0 for no effect and ±100 for the full control effect; nearly all actives have a fitted effect of over 50% in size
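Rat TrxR1, dispensed at 90 nM, was prereduced with 400 uM NADPH (final) for 5 min at ~22 deg C, then incubated with compound 15 min before 400 uM selenite. A first-read NADPH fluorescence drop versus no-compound background flagged substrates.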
TRHR ag – agonists of human TRH receptor; P34981; TRHR cells, calcium flux fluo-8, FDSS agonist mode; activation, % at 2 µM; 360,000 tested, 0.18% active; in the data active = activation above about 30%; note: 0% is about no effect
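In this calcium-flux screen, cells bearing human TRHR are dye-loaded with fluo-8, baselined for 10 cycles, then exposed to library compounds; positive kinetic calcium responses during the agonist phase mark hits, with TRH as control.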
PI4K2A block – PI4K2A (human) kinase inhibition; purified PI4K2A, ADP-Glo luminescence, 1 h; stronger effect = lower value; 420,000 tested, 0.13% active; Q9BTU6; AID 1346378; activity change, negative = inhibition, % at 76.9 µM; in the data active = activity change below about -50%; inconclusive = mostly about -30% to -49%;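 note: -100% = wells without enzyme as full effect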
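In this quantitative HTS, ADP production by PI4K2A was quantified luminescently after 1 h at ambient temperature; 100 microM adenosine served as plate-quality control.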
mIDH1 inhibitor – human IDH1 R132H inhibition | Potency, µM (highest dose often 76.6 µM), inactives show at the highest dose activity change, negative = inhibition, most hits filed as inhibitors | 390,000 tested, 0.093% active | O75874 | IDH1-R132H enzyme, NADPH consumption, diaphorase/resazurin fluorescence; note: potency is the fitted concentration of half-maximal effect; % is set by controls: 0 for no effect and ±100 for the full control effect; nearly all actives have a fitted effect of over 65% in size
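IDH1-R132H (0.5 ug/mL) preincubated 30 min with compound, then NADPH (0.016 mM) and alpha-KG (2 mM) added; 80 min at RT, pH 7.5. Remaining NADPH coupled via diaphorase/resazurin to fluorescence (540/590 nm); concentration-response curves normalized to no-enzyme control.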
D2 agonist – D2 dopamine receptor (human) agonism | P14416 | HEK293 T-REx D2 cells, calcium flux agonist mode | activation, % at 2 µM | 340,000 tested, 0.53% active | AID 485358;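 active = activation over 3 SD above normal in the single-dose calcium agonist read, cut at about 30% in these data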; note: 0% is about no effect
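HEK293 Trex D2 cells, tetracycline-induced, o/n 30 C 5% CO2; no-wash Ca dye, RT 30–90 min; 10-cycle baseline, 23 nl cpd added, kinetic Ca read 180 s; agonist hits = positive Ca response.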
D2 antag – D2 dopamine receptor (human) antagonism; P14416; HEK293 TREx D2 cells, calcium flux, dopamine EC80; inhibition, % at 10 µM; 340,000 tested, 2% active; in the data active = inhibition above about 30%; note: 0% is about no effect
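Calcium flux kinetic readout in an inducible HEK293 TREx D2 line plated overnight at 30 C. After 180 s compound exposure, an EC80 dopamine challenge follows with another 180 s kinetic read to detect antagonism.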
rTrxR1 inhibitor – inhibitors of rat thioredoxin reductase 1; 390,000 tested, 1% active; Potency, µM (series often up to 114 µM), for inactives: at the top dose activity change, negative = inhibition, usual class: inhibitors; recombinant rTrxR1, NADPH fluorescence consumption, selenite substrate; note: potency is the fitted concentration of half-maximal effect; % is set by controls: 0 for no effect and ±100 for the full control effect; nearly all actives have a fitted effect of over 65% in size
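Rat TrxR1 (90 nM in the dispensed reagent) was pre-reduced with 400 uM NADPH for 5 min at room temperature, then incubated with compound for 15 min. After 400 uM selenite was added, NADPH fluorescence (Ex 340/Em 450 nm) was followed for 8 min.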
Starred values were filed as active, the others as inactive; & = joins results of further samples; [ ] = dose if it differs, or a comment. Unless noted, calls come from the whole dose curve; as a rule, active = well fitted inhibition curve with a large enough effect; inconclusive = small, poorly fitted or top-dose-only effect; inactive = no such curve, though single readings can be large or run the other way.

For CC[C@@]1(C(=O)OC)N[C@H](CN(C)C(=O)c2ccc(F)cc2)[C@@H]2C(=O)N(C)C(=O)[C@@H]21 the results were USP1 inh -20%, TrxR1 substrate -4%, PI4K2A block -2, mIDH1 inhibitor -5%[38.3 µM] and rTrxR1 inhibitor 1%.
For O=C(c1ccco1)N1CCn2cccc2C1c1ccccc1 (stereo not given) the results were TRHR enhancer -2, USP1 inh -12%, TrxR1 substrate -5%[57.1 µM], TRHR ag -1.4, PI4K2A block 2, mIDH1 inhibitor 1%, D2 agonist 0.5, D2 antag -7 and rTrxR1 inhibitor -63%.
For O=C1NC(=O)/C(=C/c2ccc(O)cc2)S1 the results were TRHR enhancer 0, USP1 inh -18%, TrxR1 substrate -10%, TRHR ag 1.2, PI4K2A block -7, mIDH1 inhibitor -2%, D2 agonist 0.6, D2 antag -19 and rTrxR1 inhibitor -6%.
COc1cccc(CNC(=O)C2CCCN(c3nc4ccccc4n4cccc34)C2)c1 (stereo not given) was read as TRHR enhancer 1, USP1 inh -28%, TrxR1 substrate -3%, TRHR ag 0.1, PI4K2A block -1, mIDH1 inhibitor 0%, D2 agonist -1.5 and rTrxR1 inhibitor 17%.
Screening CC(NC(=O)c1cccc(OC2CCN(C(=O)C3CC3)CC2)c1)c1ccc(F)cc1 (stereo not given) returned TRHR enhancer 3, USP1 inh -10%, TrxR1 substrate -2%, TRHR ag -0.3, PI4K2A block -2, mIDH1 inhibitor 7%, D2 agonist -0.8, D2 antag 25 and rTrxR1 inhibitor -6%.
Screening O=C(c1cnn(C(=O)COc2ccc(Cl)cc2)c1)c1ccccc1O returned TRHR enhancer 8, USP1 inh -12%, TrxR1 substrate -6%, TRHR ag -0.1, PI4K2A block 4, mIDH1 inhibitor 3%, D2 agonist -0.5, D2 antag -7 and rTrxR1 inhibitor 6%[57.1 µM].
`NS(=O)(=O)c1ccc(NC(=O)CSc2nnc(Cc3cccs3)n2-c2ccccc2)cc1` gave TRHR enhancer -13, USP1 inh -21%, TrxR1 substrate -17%[57.1 µM], TRHR ag -0.8, PI4K2A block 5, mIDH1 inhibitor 8% and rTrxR1 inhibitor 16%[57.1 µM].
Screening COc1ccc(/C=N/Nc2cc(C)nc3ccc(OC)cc23)c(OC)c1 returned TRHR enhancer 1, USP1 inh -19%, TrxR1 substrate 5%[57.1 µM], TRHR ag 1.1, PI4K2A block 1, mIDH1 inhibitor 0%, D2 agonist 0.3, D2 antag 2 and rTrxR1 inhibitor 1%[57.1 µM].
`O=C(Nc1ccc(F)cc1)c1cc2cc3ccc(Cl)cc3nc2o1` gave TRHR enhancer -5, USP1 inh -4%, TrxR1 substrate -5%, TRHR ag 1.1, PI4K2A block -5, mIDH1 inhibitor 0%, D2 agonist 1.0 and rTrxR1 inhibitor -8%.
Cc1ccc(N(CC(=O)N2CCN(c3ccccc3)CC2)S(=O)(=O)c2c(C)noc2C)cc1 was read as TRHR enhancer -5, USP1 inh -21%, TrxR1 substrate -2%, TRHR ag 0.3, PI4K2A block 2, mIDH1 inhibitor 0%, D2 agonist -0.6 and rTrxR1 inhibitor 16%.
Screening O=C(Nc1ccc(F)c(F)c1)C1CCCCC1 returned TRHR enhancer 4, USP1 inh -23%, TrxR1 substrate 5%, TRHR ag 0.3, PI4K2A block -4, mIDH1 inhibitor -1%, D2 agonist -0.1, D2 antag 8 and rTrxR1 inhibitor 21%.
Cc1ccc(C)c(CN2C(=O)CSc3ccc(C(=O)NCC(C)CN4CCC(C)CC4)cc32)c1 (stereo not given) was read as TRHR enhancer -3, USP1 inh -15%, TrxR1 substrate 9%[57.1 µM], TRHR ag -0.2, PI4K2A block 1, mIDH1 inhibitor 2%, D2 agonist -0.5, D2 antag -13 and rTrxR1 inhibitor 18%[57.1 µM].
Cc1ccc(C)c(NC(=O)CN(Cc2ccccc2)S(=O)(=O)c2ccc3nc(C)sc3c2)c1 was read as TRHR enhancer 9, USP1 inh 16%, TrxR1 substrate -1%[57.1 µM], TRHR ag 1.0, PI4K2A block 1, mIDH1 inhibitor -11%, D2 agonist 1.6 and rTrxR1 inhibitor 8%[57.1 µM].
CCN(c1cccc(C)c1)S(=O)(=O)c1ccc2c(c1)oc(=O)n2C was read as TRHR enhancer -13, USP1 inh -21%, TrxR1 substrate 6%[57.1 µM], TRHR ag -0.6, PI4K2A block 9, mIDH1 inhibitor 3%, D2 agonist 0.5, D2 antag -8 and rTrxR1 inhibitor 8%.
`O=C(CN1CCN(Cc2cccc(F)c2)CC1)Nc1ccccc1F` gave TRHR enhancer 3, USP1 inh -16%, TrxR1 substrate 3%, TRHR ag 0.3, PI4K2A block 1, mIDH1 inhibitor 2%, D2 agonist -1.1, D2 antag -12 and rTrxR1 inhibitor 16%.
COC(=O)C1=C(C)NC(=O)/C1=C\c1cccs1 was read as TRHR enhancer 6, USP1 inh -3%, TrxR1 substrate 6%[57.1 µM], TRHR ag -0.2, PI4K2A block 1, mIDH1 inhibitor 4%, D2 agonist 0.3, D2 antag -16 and rTrxR1 inhibitor -38%.
`CCS(=O)(=O)n1nc(-c2ccco2)nc1NCc1ccc(C(C)C)cc1` gave TRHR enhancer -3, USP1 inh -12%, TrxR1 substrate 2%, TRHR ag 0.9, PI4K2A block 4, mIDH1 inhibitor 21%, D2 agonist -0.3 and rTrxR1 inhibitor 8%.
`COCCN(Cc1cc2cc(C)ccc2nc1Cl)C(=O)Nc1ccccc1OC` gave TRHR enhancer 2, USP1 inh -27%, TrxR1 substrate -1%, TRHR ag 0.3, PI4K2A block -3, mIDH1 inhibitor -1%, D2 agonist 1.4, D2 antag -3 and rTrxR1 inhibitor 14%.
CC(=O)c1cc(C#N)c(N2CC(C)OC(C)C2)nc1C (stereo not given) was read as TRHR enhancer -5, USP1 inh -10%, TrxR1 substrate 0%[57.1 µM], TRHR ag -0.7, PI4K2A block -2, mIDH1 inhibitor 3%, D2 agonist 3.3, D2 antag -5 and rTrxR1 inhibitor 3%[57.1 µM].
`CCOC(=O)N1CCc2c(sc(NCc3sccc3C)c2C(=O)Nc2ccccc2OCC)C1` gave TRHR enhancer 26, USP1 inh -3%, TrxR1 substrate 0%[57.1 µM], TRHR ag -0.3, PI4K2A block 0, mIDH1 inhibitor -14%, D2 agonist 0.2 and rTrxR1 inhibitor 1%[57.1 µM].
COc1ccc(OC)c(NC(=O)CCNS(=O)(=O)c2ccc3c(c2)c(=O)n(C)c(=O)n3C)c1 was read as TRHR enhancer 3, USP1 inh -5%, TrxR1 substrate -12%, TRHR ag -0.8, PI4K2A block 0, mIDH1 inhibitor 0%, D2 agonist -0.8, D2 antag 22 and rTrxR1 inhibitor -14%.
For Cc1ccc(C)n1-c1ccc(C#N)cn1 the results were TRHR enhancer -2, USP1 inh inconclusive, TrxR1 substrate 10%, TRHR ag -2.2, PI4K2A block -1, mIDH1 inhibitor 6%, D2 agonist -0.5, D2 antag 0 and rTrxR1 inhibitor 5%[57.1 µM].
For CC(=O)NC(Nc1nc2c(s1)CCCC2)(C(F)(F)F)C(F)(F)F the results were TRHR enhancer -8, USP1 inh -7%, TrxR1 substrate -10%, TRHR ag 0.0, PI4K2A block -5, mIDH1 inhibitor -5%, D2 agonist 2.2, D2 antag 6 and rTrxR1 inhibitor -24%.
O=C(NCc1cccs1)c1cc(-c2ccccc2)on1 was read as TRHR enhancer -1, USP1 inh 6%, TrxR1 substrate 2%, TRHR ag -0.5, PI4K2A block 0, mIDH1 inhibitor 12%, D2 agonist -0.5, D2 antag 24 and rTrxR1 inhibitor 13%.
Screening COC(=O)C[C@H]1c2cc(C(F)(F)F)ccc2S(=O)(=O)N1C(C)(C)C returned USP1 inh 1%, TrxR1 substrate -2%&-10%, PI4K2A block 0, mIDH1 inhibitor -1% and rTrxR1 inhibitor -5%&-5%.
CCOc1ccc(CCNC(=O)Cn2ncn3nc(-c4ccc(OC)cc4)cc3c2=O)cc1 was read as TRHR enhancer 0, USP1 inh -18%, TrxR1 substrate -5%[57.1 µM], TRHR ag 0.4, PI4K2A block -2, mIDH1 inhibitor 12%, D2 agonist 0.1, D2 antag -12 and rTrxR1 inhibitor 17%.
Screening COc1ccc(C(CNCC(=O)Nc2ccccc2F)N(C)C)cc1 (stereo not given) returned TRHR enhancer 0, USP1 inh -14%, TrxR1 substrate 7%, TRHR ag 0.8, PI4K2A block 6, mIDH1 inhibitor 0%, D2 agonist 1.6, D2 antag 21 and rTrxR1 inhibitor 24%.
For O=C(O)/C(=C\c1ccco1)NC(=O)c1ccc(Br)o1 the results were USP1 inh -12%, TrxR1 substrate -11%, PI4K2A block -5, mIDH1 inhibitor 4% and rTrxR1 inhibitor -26%.
Cc1ccc(C)c(Cn2c3ccccc3c3cnn(CC(=O)NCc4ccccc4)c(=O)c32)c1 was read as TRHR enhancer 2, USP1 inh -14%, TrxR1 substrate 12%, TRHR ag 1.6, PI4K2A block 4, mIDH1 inhibitor -5%, D2 agonist -0.3 and rTrxR1 inhibitor 18%.
For COc1cc(CN(C)C(=O)C(=O)c2c[nH]c3ccccc23)ccc1O the results were USP1 inh 2%, TrxR1 substrate 9%[57.1 µM], PI4K2A block 4, mIDH1 inhibitor 3% and rTrxR1 inhibitor 12%[11.4 µM].

Molecules listed so far that contain a CF3 group:
For CC(=O)NC(Nc1nc2c(s1)CCCC2)(C(F)(F)F)C(F)(F)F the results were TRHR enhancer -8, USP1 inh -7%, TrxR1 substrate -10%, TRHR ag 0.0, PI4K2A block -5, mIDH1 inhibitor -5%, D2 agonist 2.2, D2 antag 6 and rTrxR1 inhibitor -24%.
Screening COC(=O)C[C@H]1c2cc(C(F)(F)F)ccc2S(=O)(=O)N1C(C)(C)C returned USP1 inh 1%, TrxR1 substrate -2%&-10%, PI4K2A block 0, mIDH1 inhibitor -1% and rTrxR1 inhibitor -5%&-5%.
